Source: PubChem BioAssay
KinaseGlo FLuc: blocks Kinase-Glo luciferase, a counter-screen artifact. Kinase-Glo luciferase, ATP luminescence, 8 min. Potency, µM (titrated, usually from 38.3 µM), for the others: at the highest dose activity change, negative = inhibition, usual class: inhibitors. actives 0.28% (n = 200,000). AID 1379; also: % is scaled to controls: 0 for no effect and ±100 for the full control effect; nearly all actives have a fitted effect of over 60% in size
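Inhibition of Kinase-Glo luciferase light generation was assessed at 10 uM ATP in pH 7.2 imidazole buffer, with luminescence measured after eight minutes at ambient temperature.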
RECQ1 helicase: RECQ1 (human) helicase inhibition | P46063 | RECQ1 DNA unwinding, red fluorescence kinetic read | Potency, µM (titrated, usually from 57.3 µM), without a hit: at the top dose activity, negative = inhibition, actives largely listed as inhibitors | actives 0.54% (n = 240,000);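 also: plate controls were vehicle for no effect and no enzyme for full effect; nearly all actives have a fitted effect of over 30% in size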
Target sequence (P46063 whole entry, looked up): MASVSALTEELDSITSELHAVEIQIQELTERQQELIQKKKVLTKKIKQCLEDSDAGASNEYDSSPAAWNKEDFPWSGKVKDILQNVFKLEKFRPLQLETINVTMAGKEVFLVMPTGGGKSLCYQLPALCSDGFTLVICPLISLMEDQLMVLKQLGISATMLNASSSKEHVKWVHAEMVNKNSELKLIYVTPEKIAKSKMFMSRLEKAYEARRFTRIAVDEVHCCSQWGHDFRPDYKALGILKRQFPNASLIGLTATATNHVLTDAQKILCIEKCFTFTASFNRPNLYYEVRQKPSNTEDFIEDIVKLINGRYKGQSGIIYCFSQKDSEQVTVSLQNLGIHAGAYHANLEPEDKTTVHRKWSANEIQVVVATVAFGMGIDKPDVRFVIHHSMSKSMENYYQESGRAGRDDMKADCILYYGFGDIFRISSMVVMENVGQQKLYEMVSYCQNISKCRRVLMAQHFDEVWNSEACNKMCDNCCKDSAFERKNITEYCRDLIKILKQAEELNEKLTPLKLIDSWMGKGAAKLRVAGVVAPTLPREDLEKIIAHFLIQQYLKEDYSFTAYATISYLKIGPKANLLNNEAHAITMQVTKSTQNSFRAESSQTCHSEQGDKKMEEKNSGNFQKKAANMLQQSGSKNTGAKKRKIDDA
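RECQ1T1 50 nM; forked duplex (20 bp + 30-nt ss tails) 200 nM, ATP 2 mM final; pH 8.0, 2 mM MgCl2, 2.5 ug/ml poly(dI-dC); 15 min compound preincubation; discontinuous kinetic read over 2 h at RT.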
SMN2 splice up: SMN2 splice variant enhancement | HEK293 SMN2-luciferase splicing reporter, luminescence, 30-36 h | Potency, µM (highest dose often 46.1 µM), for the others: at the top dose activity change, positive = activation, actives largely listed as activators | actives 2.8% (n = 210,000) | AID 1458; also: % of control where 0% means no effect; nearly all actives have a fitted effect of over 55% in size
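HEK293 cells carry an SMN2 minigene-luciferase reporter in which exon 7 inclusion puts luciferase in frame. Cells were seeded at 2000 cells/well, attached for 10-12 hours, then exposed to compounds for 30-36 hours at 37C before ONE-Glo luminescence.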
NPSR antagonist: antagonists of human neuropeptide S receptor cAMP signaling. Q6W5P4. CHO-NPSR cells, cAMP TR-FRET, antagonist mode. Potency, µM (doses to about 38.3 µM), inactives show at the highest dose activity change, negative = inhibition, usual class: inhibitors. actives 1% (n = 220,000); also: % is scaled to controls: 0 for no effect and ±100 for the full control effect; nearly all actives have a fitted effect of over 50% in size; many of its hits are not listed in these tables
JMJD2E inh: JMJD2E (human) inhibition; B2RXH2; JMJD2E catalytic domain, FDH-coupled NADH fluorescence (FDH is formaldehyde dehydrogenase); Potency, µM (series often up to 57.1 µM), without a hit: at the top dose activity change, negative = inhibition, usual class: inhibitors; actives 1.6% (n = 230,000); AID 2147; active = well fitted inhibition curve with a large enough effect, not every such curve was filed as active; inconclusive = small, poorly fitted or top-dose-only effect, or another doubt; inactive = no such curve, though single readings can be large or run the other way;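 also: 0% = wells with enzyme and -100% = buffer wells without enzyme; nearly all actives have a fitted effect of over 50% in size; many of its hits are not listed in these tables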
Epigenetic reg: epigenetic control regulation, reporter derepression | murine LDR cells, GFP reporter derepression, 30 h | Potency, µM (series often up to 53.9 µM), for inactives: top-dose GFP activation, most hits filed as activators | actives 0.2% (n = 280,000) | AID 1865; also: % of control where 0% means no effect; nearly all actives have a fitted effect of over 60% in size
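Derepression of a silenced CMV-GFP reporter in murine LDR cells is scored by enumerating GFP-positive cells with a laser-scanning microplate cytometer after 30 hours of treatment at 37 C.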
IMPase Li cell: cell-permeable IMPase inhibitors with lithium potentiation; actives 0.35% (n = 210,000); Potency, µM (series often up to 59.4 µM), without a hit: at the top dose activity, negative = IMPase inhibition, usual class: inhibitors; AID 1457; CHO-M1 cells, IP1 TR-FRET (IP-One), carbachol + lithium;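 also: IP1 builds up when IMPase is blocked and the TR-FRET signal falls; plate controls were basal vehicle for no effect and high inhibitor control for full effect; nearly all actives have a fitted effect of over 50% in size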
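Test compounds were applied to CHO-M1 cells previously cultured for 16–30 h at 2000 per well. A small lithium amount accompanied them; after 30 min at 37C, IP1 was quantified by TR-FRET.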
RGS12 GoLoco inh: inhibitors of human Gai1-RGS12 GoLoco interaction (red fluorophore) | Potency, µM (top dose mostly 61.6 µM), for the others: at the top dose activity, negative = inhibition, usual class: inhibitors | actives 0.44% (n = 230,000) | Gai1:RGS12 GoLoco peptide FP, rhodamine, 10 min | P63096; active = well fitted inhibition curve with a large enough effect, not every such curve was filed as active; inactive = no such curve, though single readings can be large or run the other way; also: % is scaled to controls: 0 for no effect and ±100 for the full control effect; nearly all actives have a fitted effect of over 30% in size; many of its hits are not listed in these tables
Target sequence (P63096 whole entry, looked up): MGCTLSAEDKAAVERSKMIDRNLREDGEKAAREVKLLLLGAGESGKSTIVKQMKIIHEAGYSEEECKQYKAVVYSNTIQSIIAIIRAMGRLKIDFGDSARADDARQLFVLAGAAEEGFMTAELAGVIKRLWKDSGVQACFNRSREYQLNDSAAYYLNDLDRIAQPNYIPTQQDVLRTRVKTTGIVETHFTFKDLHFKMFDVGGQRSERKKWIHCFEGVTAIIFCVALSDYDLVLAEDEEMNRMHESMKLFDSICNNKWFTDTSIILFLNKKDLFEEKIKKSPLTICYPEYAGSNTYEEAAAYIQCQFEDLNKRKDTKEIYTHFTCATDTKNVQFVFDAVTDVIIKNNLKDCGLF
Starred values were filed as active, the others as inactive; i = inactive; ? = inconclusive; · = not tested or not shown; & = joins results of further samples; [ ] = another dose, or the depositor's remark. Unless noted, calls follow the shape of the dose curve; as a rule, active = well fitted curve in the direction sought with a large enough effect; inconclusive = small, poorly fitted or top-dose-only effect, or another doubt; inactive = no such curve, though single readings can be large; an effect the other way counts as inactive or inconclusive. Potency is read from the fitted curve at half-maximal effect. A portion of the library; rates above refer to the full screens.

SMILES	KinaseGlo FLuc	RECQ1 helicase	SMN2 splice up	NPSR antagonist	JMJD2E inh	Epigenetic reg	IMPase Li cell	RGS12 GoLoco inh
Cc1ccc(/C=N/c2sc3c(c2C#N)CCC3)s1	-13%	-6%	7.1µM*	-9%[46.1 µM]	?	0.0%	3%	11%
S=C(NC1CC1)N1CCc2ccccc2C1	0%	-3%	5%	15%	0%	2.1%	6%	1%
O=C1OC(C(=O)O)Cc2ccccc21 (stereo unspecified)	2%	-1%	-34%[inhibitor]	4%[46.1 µM]	1%	7.0%	11%	9%
C/C(=N\NC(=S)Nc1c(C)cccc1C)c1ccc(OC(F)F)cc1	3%	i	-20%	-23%	-12%	?	7%	1%
CCOC(=O)Cc1csc(SC(C)C(=O)Nc2ccc(NC(C)=O)cc2)n1 (stereo unspecified)	3%	-14%	-20%	2%[46.1 µM]	1%	0.7%	39%[activator][38.3 µM]	9%
N#C/C(=C\c1ccncc1)c1nc2ccccc2o1	·	i	·	11%	?	1.6%	·	13%
O=S(=O)(NCC(c1ccco1)N1CCN(c2ccccc2F)CC1)c1ccccc1 (stereo unspecified)	18%	-4%	5%	-28%	8%	1.1%	9%	18%
CC(C)CCN1CCN(CCCn2cccn2)CC1CCO (stereo unspecified)	·	18%	·	-18%	-4%	1.3%	·	9%
CCCCOc1ccc(CNC(=O)NS(=O)(=O)c2ccc(OCC)cc2)cc1	-4%	8%	?	-11%[46.1 µM]	6%	0.0%	19%[38.3 µM]	11%
O=C(CC(=O)NCc1cccnc1)NCc1cccnc1	18%	i	-3%	-4%[46.1 µM]	4%	1.0%	14%[38.3 µM]	-11%
CCN1CCN(c2cc(C)c3cc(NC(=S)N4CCC5(CC4)OCCO5)ccc3n2)CC1	-1%	-4%	-25%	9%	?	-1.8%	-8%	0%
Cc1nc2ccc(NC(=O)c3ccc(Cl)c(S(=O)(=O)N(C)c4ccccc4)c3)cc2s1	-1%	i	-68%[inhibitor]	-19%	?	-1.9%	19%	-39%
COc1ccc(CNC(=O)c2ccc3c(c2)N(C)C(=O)CS3=O)cc1 (stereo unspecified)	-3%	-10%	-3%	-1%[46.1 µM]	-1%	0.8%	9%[38.3 µM]	-1%
COc1ccc(Cl)cc1C(=O)Nc1ccc(NC(C)=O)cc1	-1%	25%	-8%	2%	6%	6.1%	1%	16%
O=C(Cn1nc(-c2ccccc2F)ccc1=O)NCc1ccc2c(c1)OCO2	1%	-4%	-12%	-3%[46.1 µM]	1%	2.0%	-8%[38.3 µM]	-6%
CCCCOC(=O)Nc1cc(OC)c(Cl)cc1OC	-3%	-10%	-11%	?	1%	-0.8%	11%[38.3 µM]	5%
O=C(Nc1ccc(C(=O)N2CCOCC2)cc1)Nc1cccc(Cl)c1	-9%	-3%	?	-2%	-3%	0.0%	1%	13%
COc1cc(-c2nnc(SC(C)C(=O)Nc3c(C)n(C)n(-c4ccccc4)c3=O)o2)cc(OC)c1OC (stereo unspecified)	-4%	14%	-10%	-14%[46.1 µM]	2%	1.1%	26%[38.3 µM]	0%
COc1ccc(N/C(N)=N/c2nc(C)cc(C)n2)c(OC)c1	0%	-1%	-25%	12%	6%	2.2%	26%	19%
O=C(CCCn1c(=O)[nH]c2cc(Cl)ccc2c1=O)NC1CCCCCCC1	-7%	i	-4%	-19%[46.1 µM]	5%	-1.0%	4%[38.3 µM]	-1%
COc1cccc(-n2c(C)nn(CCOc3ccccc3)c2=O)c1	2%	i	6%	0%	6%	-0.1%	3%	14%
O=C(Nc1ccccc1[N+](=O)[O-])c1nc[nH]c1C(=O)NCCO	-2%	-13%	-4%	0%[46.1 µM]	-1%	0.0%	4%[38.3 µM]	-9%
CC(C)C[C@H](NC(=O)OC(C)(C)C)C(=O)N1CCC(C(=O)N[C@@H](Cc2ccccc2)C(=O)O)CC1	2%	-10%	-9%	3%[46.1 µM]	2%	-2.8%	2%[38.3 µM]	5%
O=C(O)Cn1cc(/C=C2\SC(=O)N(c3ccccc3)C2=O)c2ccccc21	-2%	i	1%	-17%	2%	-0.8%[10.1 µM]	5%	12%
CCC(=O)Nc1sc(C(=O)Nc2ccccc2)c(C)c1C(=O)OC	0%	i	3.5µM*	-35%	?	0.0%	4%	9%

Reprinted from the part before: 2 entries; new compounds follow.
SMILES	KinaseGlo FLuc	RECQ1 helicase	SMN2 splice up	NPSR antagonist	JMJD2E inh	Epigenetic reg	IMPase Li cell	RGS12 GoLoco inh
O=C(O)Cn1cc(/C=C2\SC(=O)N(c3ccccc3)C2=O)c2ccccc21	-2%	i	1%	-17%	2%	-0.8%[10.1 µM]	5%	12%
CCC(=O)Nc1sc(C(=O)Nc2ccccc2)c(C)c1C(=O)OC	0%	i	3.5µM*	-35%	?	0.0%	4%	9%
CCOc1ccc2c(c1)ncn2Cc1ccccc1	3%	-2%	-34%	-16%	12%	-7.8%	-11%	2%
CC(=O)OCCNc1cc(Sc2nc3ccccc3[nH]2)c2nonc2c1[N+](=O)[O-]	0%	0%	-108%[inhibitor]	?	1%	-0.1%	-11%	-24%
CN1C(=O)c2oc3ccc(Br)cc3c(=O)c2C1c1ccncc1 (stereo unspecified)	-2%	-1%	-1%	-5%[46.1 µM]	-29%	-0.7%	-1%[38.3 µM]	-3%
CN(CCC#N)C(=O)COc1ccc(Br)cc1Cl	1%	2%	1%	9%	2%	1.3%	4%	5%
CCCOc1ccccc1N/C(=N/c1nc(C)cc(C)n1)NC(=O)COc1ccc(OC)cc1	-2%	i	-26%	-27%[46.1 µM]	-11%	-1.1%	34%[activator][38.3 µM]	6%
Cc1ccc(C)c(Cn2nnc3c(=O)[nH]c(C(=O)NCc4ccco4)nc32)c1	0%	-6%	-7%	1%[7.67 µM]	9%	8.5%	0%[38.3 µM]	6%
N#CCCn1c(-c2nonc2NC(=O)c2ccccc2Cl)nc2ccccc21	3%	-7%	-6%	-6%[46.1 µM]	5%	1.0%	?	9%
Cc1cnc(NC(=O)c2cc3c(C)nn(Cc4ccccc4Cl)c3s2)s1	0%	-1%	-15%	-39%	?	0.0%	?	9%
CC(C)N(Cc1nc(-c2ccccc2)no1)C(=O)C(Cl)(Cl)Cl	-2%	i	-9%	34%	0%	1.1%	17%	8%
Cc1cc(C)nc(NS(=O)(=O)c2ccc(N)cc2)n1	0%	-6%	-38%[inhibitor]	1%&-2%	5%	2.4%	4%&-1%&-5%&-8%	-2%
c1cncc(-c2ccnc3ncnn23)c1	-6%	-2%	23%	8%	-3%	1.3%	-7%	-5%
CS(=O)(=O)Nc1ccc2c(c1)C(=O)OC2	0%	-3%	24%	-1%[46.1 µM]	1%	0.0%	2%[38.3 µM]	-14%
COc1cccc(-c2noc(-c3cccs3)n2)c1	-4%	-6%	13µM*	-20%[46.1 µM]	-7%	-1.1%	23%[38.3 µM]	-2%
COC(=O)CCC(=O)OC1(C)C(=O)C=C2C=C(c3ccc(C#N)cc3)OC=C2C1=O (stereo unspecified)	-2%&0%	1%&-4%	7%&-5%	·	-2%&-12%	-1.1%&0.0%	9%&10%	3%&10%
CCN(c1ccccc1)S(=O)(=O)c1ccc(Cl)c(NC(=O)CSc2nnc(C)s2)c1	1%	i	2%	-44%	-10%	4.5%	8%	15%
O=C1NC(=S)N/C1=C\c1ccc(N2CCOCC2)cc1	-7%	26%	18%	-28%	-15%	4.7%	12%	132%[activator]
CCOc1ccc(Cl)cc1/C=N/NC(=O)CNC(=O)c1ccccc1	0%	-6%	11%	-11%	?	1.1%	10%	8%
O=C(Cn1cnc2cc(Cl)ccc2c1=O)Nc1ccc2c(c1)OCO2	2%	-3%	?	-11%[46.1 µM]	3%	-1.1%	0%[38.3 µM]	-11%
CCOCCCNC(=O)C(c1ccc(OC)cc1)N(Cc1cccs1)C(=O)c1ccccc1O (stereo unspecified)	·	i	1%	-21%	13%	-0.2%&1.4%	6%	1%
CCN(CC)CCSc1nc2ccccc2c(=S)n1-c1ccccc1	2%	-7%	-80%[inhibitor]	-39%	-4%	2.2%	18%	14%
COc1cc2c(cc1OC)C(COc1ccc3c(C)cc(=O)oc3c1)N(C(=O)c1ccco1)CC2 (stereo unspecified)	3%	-1%	19%	-6%	?	5.2%	23%	1%
Cc1nnc2nc(-c3ccccc3)nc(-c3ccccc3)n12	·	-9%	·	-36%	?	1.0%	·	14%
O=C(CSc1nc2ccccc2s1)N1c2ccccc2Sc2ccccc21	-3%	5%	-13%	?	-8%	-0.9%	9%[38.3 µM]	0%
CS/C(Nc1cc(Cl)ccc1Cl)=C(/C#N)C(=O)c1ccco1	·	3%	·	?	-19%	-2.2%	·	-9%
O=C(Cc1ccccc1)NNC1CC(=O)N(c2ccc(Br)cc2)C1=O (stereo unspecified)	0%	2%	0%	16%	4%	-1.1%	-3%	5%
CC(=O)NC(=O)COC(=O)c1ccc2ncsc2c1	·	i	·	23%	-1%	0.0%	-4%	0%

In the list so far, 7 contain two or more sulfur atoms.
SMILES	KinaseGlo FLuc	RECQ1 helicase	SMN2 splice up	NPSR antagonist	JMJD2E inh	Epigenetic reg	IMPase Li cell	RGS12 GoLoco inh
Cc1ccc(/C=N/c2sc3c(c2C#N)CCC3)s1	-13%	-6%	7.1µM*	-9%[46.1 µM]	?	0.0%	3%	11%
CCOC(=O)Cc1csc(SC(C)C(=O)Nc2ccc(NC(C)=O)cc2)n1 (stereo unspecified)	3%	-14%	-20%	2%[46.1 µM]	1%	0.7%	39%[activator][38.3 µM]	9%
Cc1nc2ccc(NC(=O)c3ccc(Cl)c(S(=O)(=O)N(C)c4ccccc4)c3)cc2s1	-1%	i	-68%[inhibitor]	-19%	?	-1.9%	19%	-39%
Cc1cnc(NC(=O)c2cc3c(C)nn(Cc4ccccc4Cl)c3s2)s1	0%	-1%	-15%	-39%	?	0.0%	?	9%
CCN(c1ccccc1)S(=O)(=O)c1ccc(Cl)c(NC(=O)CSc2nnc(C)s2)c1	1%	i	2%	-44%	-10%	4.5%	8%	15%
CCN(CC)CCSc1nc2ccccc2c(=S)n1-c1ccccc1	2%	-7%	-80%[inhibitor]	-39%	-4%	2.2%	18%	14%
O=C(CSc1nc2ccccc2s1)N1c2ccccc2Sc2ccccc21	-3%	5%	-13%	?	-8%	-0.9%	9%[38.3 µM]	0%
